Screening results as filed in PubChem BioAssay.
CHRM4 agonist: CHRM4 agonism in calcium assay; P08173; CHO-K1 hM4/Gqi5, Fluo-8 calcium fluorescence; vehicle 0%, full acetylcholine response 100%; activation, % at 3 µM; hit rate 0.14% among 360,000; AID 624127;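 active = activation above the run mean over all test wells plus 3 SD, cut at about 32% in these data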;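 also: peak over basal fluorescence ratio per well then scaled between controls; 0% = DMSO wells and 100% = acetylcholine at EC100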
Target sequence (P08173 whole entry, looked up): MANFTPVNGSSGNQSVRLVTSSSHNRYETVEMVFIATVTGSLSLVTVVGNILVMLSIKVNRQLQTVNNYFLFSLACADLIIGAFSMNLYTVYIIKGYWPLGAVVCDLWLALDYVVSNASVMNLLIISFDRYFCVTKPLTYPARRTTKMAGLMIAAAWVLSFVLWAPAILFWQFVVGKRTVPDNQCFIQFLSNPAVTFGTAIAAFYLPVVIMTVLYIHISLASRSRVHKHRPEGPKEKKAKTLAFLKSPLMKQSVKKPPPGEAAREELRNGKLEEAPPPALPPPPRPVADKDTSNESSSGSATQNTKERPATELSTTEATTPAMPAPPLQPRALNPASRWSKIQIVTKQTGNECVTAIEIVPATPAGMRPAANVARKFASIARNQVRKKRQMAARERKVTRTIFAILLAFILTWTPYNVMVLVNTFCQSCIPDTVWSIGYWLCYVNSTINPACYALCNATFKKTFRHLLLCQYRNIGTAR
CHO-K1 Ca antag: counter-screen for M1 antagonists: effect in parental CHO-K1 cells. inhibition, % at 3 µM. AID 602250. hit rate 0.6% among 360,000. ATP-induced calcium, Fluo-8 fluorescence;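 active = inhibition above a per-plate cutoff, the plate's mean sample inhibition plus 3 SD, cut at about 24% in these data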;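 also: 0% = DMSO plus EC80 ATP and 100% = DMSO alone without ATP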
M1 ag parental: counter-screen for M1 agonists: effect in parental CHO-K1 cells; Fluo-8 calcium fluorescence; scaled to maximal ATP response, vehicle zero; AID 602248; activation, % at 3 µM; hit rate 0.48% among 360,000; in the data active = activation above about 15%;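 also: untransfected CHO-K1 host cells lacking M1 receptor as counterscreen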
M5 PAM: positive allosteric modulators of human muscarinic M5 receptor; P08912; CHO-K1 hM5, Fluo-8 calcium, ACh EC20 PAM; 0% = ACh EC20, 100% = ACh EC100; activation, % at 3 µM; hit rate 0.3% among 360,000; AID 624038;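 active = activation above the run cutoff, the mean activation of all test compounds plus 3 SD, cut at about 18% in these data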
Target sequence (P08912 whole entry, looked up): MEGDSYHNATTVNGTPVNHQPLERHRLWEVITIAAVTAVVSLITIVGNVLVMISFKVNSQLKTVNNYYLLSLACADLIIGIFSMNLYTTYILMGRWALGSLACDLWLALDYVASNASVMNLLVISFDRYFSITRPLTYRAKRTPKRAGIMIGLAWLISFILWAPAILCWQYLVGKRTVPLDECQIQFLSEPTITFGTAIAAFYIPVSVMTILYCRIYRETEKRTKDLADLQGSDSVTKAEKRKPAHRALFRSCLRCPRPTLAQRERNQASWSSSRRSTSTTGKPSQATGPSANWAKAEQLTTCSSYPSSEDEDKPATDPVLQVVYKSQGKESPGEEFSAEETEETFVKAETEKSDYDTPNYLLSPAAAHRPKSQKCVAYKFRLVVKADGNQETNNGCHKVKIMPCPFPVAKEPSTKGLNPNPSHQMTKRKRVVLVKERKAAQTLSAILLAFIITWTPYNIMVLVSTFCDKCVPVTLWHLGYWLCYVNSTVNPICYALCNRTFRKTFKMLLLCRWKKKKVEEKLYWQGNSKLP
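Assay system: CHO-K1 hM5 cells / Incubation: Fluo-8 loading 80 min at 37 °C plus 30 min room temperature / Technique: Fluo-8 calcium dye fluorescence, kinetic read / Repeats: single replicate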
M4 antag: blocks acetylcholine activation of human M4 receptor; inhibition, % at 3 µM; P08173; CHO-hM4 cells, ACh EC80, Fluo-8 calcium fluorescence; hit rate 0.73% among 360,000; AID 624125;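 active = inhibition above its plate's cutoff, the mean inhibition of sample wells plus 3 SD, cut at about 27% in these data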;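 also: 0% = acetylcholine EC80 with DMSO and 100% = DMSO without agonist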
CHO-K1 Ca PAM: M1 PAM counterscreen hit in parental CHO-K1 cells. ATP EC20, Fluo-8 calcium fluorescence; 0% at ATP EC20, 100% at ATP max. AID 602247. activation, % at 3 µM. hit rate 0.02% among 360,000;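 active = activation above the run cutoff, the mean activation of all test compounds plus 3 SD, cut at about 40% in these data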;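 also: peak over basal fluorescence ratio in a 140 s read after ATP addition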
CHRM5 antagonist: CHRM5 antagonism in calcium assay; P08912; inhibition, % at 3 µM; hit rate 0.59% among 360,000; CHO-hM5 cells, Fluo-8 calcium fluorescence, ACh EC80; AID 624040;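 active = inhibition above a per-plate cutoff, the mean of that plate's test compounds plus 3 SD, cut at about 27% in these data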;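 also: 0% = acetylcholine EC80 with DMSO and 100% = DMSO without agonist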
M5 ag: agonists of human muscarinic M5 receptor (CHRM5); CHO-K1 hM5 cells, Fluo-8 calcium fluorescence; 0% DMSO wells, 100% maximal acetylcholine response; activation, % at 3 µM; hit rate 0.19% among 360,000;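 active = activation above the run's mean over test compounds plus 3 SD, cut at about 23% in these data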;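 also: signal is peak over basal fluorescence ratio across the kinetic read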
CHRM4 PAM: CHRM4 positive allosteric modulation; CHO-K1 hM4/Gqi5, Fluo-8 calcium fluorescence, ACh EC20; 0% = ACh EC20, 100% = maximal ACh; activation, % at 3 µM; P08173; AID 624126; hit rate 0.4% among 360,000;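 active = activation above its plate's cutoff, the mean activation of sample wells plus 3 SD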; also: some results filed as inactive read as strong as hits
An asterisk follows results filed as active.

Results follow in this order: CHRM4 agonist, CHO-K1 Ca antag, M1 ag parental, M5 PAM, M4 antag, CHO-K1 Ca PAM, CHRM5 antagonist, M5 ag, CHRM4 PAM
> CC(C)(C)c1ccc(S(=O)(=O)N2CCN(CC(O)COCC3CCCO3)CC2)cc1 (centres undefined)
    3.2, -6.2, 1.5, -2.5, -5.9, 3.2, -2.0, 3.4, 0.2
> COc1cccc(C2=NOC(C(=O)Nc3cc(C)on3)C2)c1 (centres undefined)
    0.1, -13.2, 2.0, -2.6, -2.8, 19.1, 8.0, -0.6, -8.0
> COc1cccc(NC(=O)CN(C)C(C)C(=O)Nc2cc([N+](=O)[O-])ccc2Cl)c1 (centres undefined)
    5.3, 3.0, 1.5, -1.5, -8.9, -11.3, 5.8, -0.7, 2.0
> CS(=O)(=O)c1ccc(Cl)c(NC(=O)Cc2c(F)cccc2Cl)c1
    0.3, -14.5, 0.9, 7.0, 7.4, 18.5, 3.6, 2.9, -5.0
> CCOC(=O)c1c(C)c(C(=O)NCc2ccco2)c(C)n1C
    1.8, -4.1, 0.3, -6.8, -10.2, 4.9, -3.9, 1.3, -3.3
> COc1ccc(CN(C(=O)COc2ccc(C)c(C)c2)C2CCS(=O)(=O)C2)cc1OC (centres undefined)
    1.3, 11.1, 0.2, -6.3, 5.9, -10.9, 6.0, 2.5, -3.3
> Nc1nnc(CC(=O)N/N=C/c2cccc(OCCOc3ccccc3)c2)s1
    1.6, -6.9, 1.3, -4.2, 2.8, 6.5, 9.1, -0.7, -4.2
> COc1ccc(Cl)cc1NC(=O)CN1CCN(Cc2ccccc2)CC1
    0.3, -4.5, 3.5, 0.1, 1.8, 10.7, 5.8, -6.5, -2.9
> COC(=O)[C@H](CCSC)NC(=O)N1CCC(C)CC1
    0.9, -2.8, -0.1, -2.4, 4.5, 6.7, 2.9, -2.0, -1.9
> Cc1ccc(C2CC(=O)c3cnn(-c4nc(C)cc(C)n4)c3C2)cc1 (centres undefined)
    1.1, 1.6, 0.2, 4.4, -2.9, 1.0, -0.2, 1.0, 4.6

Rewritten with tabs: entries from further up
Structure	CHRM4 agonist	CHO-K1 Ca antag	M1 ag parental	M5 PAM	M4 antag	CHO-K1 Ca PAM	CHRM5 antagonist	M5 ag	CHRM4 PAM
Nc1nnc(CC(=O)N/N=C/c2cccc(OCCOc3ccccc3)c2)s1	1.6	-6.9	1.3	-4.2	2.8	6.5	9.1	-0.7	-4.2
CC(C)(C)c1ccc(S(=O)(=O)N2CCN(CC(O)COCC3CCCO3)CC2)cc1 (centres undefined)	3.2	-6.2	1.5	-2.5	-5.9	3.2	-2.0	3.4	0.2

Additional compounds:
Results follow in this order: CHRM4 agonist, CHO-K1 Ca antag, M1 ag parental, M5 PAM, M4 antag, CHO-K1 Ca PAM, CHRM5 antagonist, M5 ag, CHRM4 PAM
> COc1ccc(CNC(=O)C2CCN(S(=O)(=O)c3ccc4c(c3)NC(=O)C(C)S4)CC2)cc1 (centres undefined)
    9.5, -9.2, 6.3, -5.8, -1.0, 16.5, 4.3, -2.9, -4.5
> CC(C)C(c1nnnn1C(C)(C)C)N1CCN(c2cccc(Cl)c2)CC1 (centres undefined)
    -0.1, 2.6, -0.2, 5.8, -3.9, 0.6, 5.0, -5.9, -2.3
> CCCCn1nnc(NC(=O)c2cc3ccccc3o2)n1
    1.6, 8.2, 0.5, -0.8, -1.1, -2.0, 0.4, 0.1, -6.0
> CSc1nnc(NC(=O)c2ccc3c(c2)OCO3)s1
    0.9, -8.6, 1.3, -2.3, -11.4, 19.9, 13.8, -3.1, 3.4
> Cc1c(Cl)cccc1NC(=O)CCN1C(=O)NC(C)(C)C1=O
    1.1, -3.5, 0.7, -5.1, -0.3, 11.3, 6.3, 2.3, 10.7
> COc1ccc(C2C(C#N)=C(C)NC(C)=C2C(=O)OC(C)C)c(OC)c1 (centres undefined)
    2.1, -16.5, 0.7, 13.7, -4.9, 23.8, 3.1, -6.2, -2.1
> O=C(Nc1ccccc1)C1CCN(S(=O)(=O)c2cccs2)CC1
    6.5, -8.6, 2.4, -1.6, -17.7, -3.2, 1.8, 1.6, 4.5
> CC(CNC(=O)CCn1c(=O)c2cccn2c2ccc(F)cc21)c1ccccc1 (centres undefined)
    6.9, -3.6, 2.3, -4.7, -1.2, -4.9, 2.9, -2.8, 0.0
> COC(=O)C1=C(C)OC(N)=C(C#N)C1c1ccco1 (centres undefined)
    0.2, -0.9, 0.2, 2.2, 8.7, 4.6, -1.0, -2.4, 7.4
> COCC(C)n1c(SCc2cc(C(=O)OC)c(C)o2)nc2ccccc2c1=O (centres undefined)
    -1.8, -10.8, -0.1, 2.7, -8.2, 9.8, 3.1, 2.9, -0.4
> O=C(COC(=O)Cn1cnc2ccccc2c1=O)NCc1ccccc1Cl
    0.2, -8.0, 1.1, -2.5, 0.8, 18.8, 3.7, -1.2, -1.6
> Cc1ccc(NC(=O)NC(=O)c2ccccc2)cc1F
    -0.1, -6.9, 0.5, -6.7, 6.0, 10.6, 9.1, 0.1, -5.7
> Cc1ccc(C2CC2C(=O)NNC(=S)Nc2cccc(C)c2)cc1 (centres undefined)
    -1.0, -6.4, -0.6, -10.3, 4.4, 1.2, 5.6, -4.2, 3.7
> Cc1nc2ccccc2c2oc(C(=O)N3CCN(C(=O)c4ccco4)CC3)cc12
    4.4, 4.7, 0.6, -8.7, -12.8, 9.8, 4.7, 2.4, 5.4
> COC(=O)[C@]1(C)N[C@H](CN(C)S(=O)(=O)c2ccc(OC)cc2)[C@@H]2C(=O)N(C)C(=O)[C@@H]21
    0.7, -20.6, 0.3, 2.6, 3.4, 26.0, -3.5, 1.9, -0.7
> Cc1ccc(/C=N/Nc2ccc3c(C(F)(F)F)cc(C(F)(F)F)nc3n2)cc1
    1.2, 5.2, 1.8, -0.6, -8.7, 0.8, 1.5, -2.0, 3.6
> CN1CCN(c2ccccc2NC(=O)c2ccc(-c3cccc(Cl)c3)o2)CC1
    9.3, -9.7, 2.7, -4.0, 0.1, 10.2, 8.6, -5.6, -3.8
> CSCCC(NC(=O)COc1ccccc1)C(=O)N1CCN(c2cccc(C(F)(F)F)c2)CC1 (centres undefined)
    19.2, 3.7, 4.4, -21.8, -3.2, 1.6, 12.2, -3.5, -4.0
> Cc1c(C)c2ccc(OS(C)(=O)=O)cc2oc1=O
    1.3, -8.2, 0.7, -4.6, -9.3, 7.3, -0.8, 0.2, 3.3
> CCCN(CC1CC1)c1nc(C)nc(Nc2c(Cl)cc(Cl)cc2Cl)c1Cl
    -0.4, -1.2, -0.2, -3.5, -14.4, 9.1, -5.4, 0.0, 1.4
> CCCN(CCC)S(=O)(=O)c1ccc(C(=O)Nc2nnc(-c3cc(OC)cc(OC)c3)o2)cc1
    1.3, -1.8, 0.5, -1.4, 4.8, 18.0, -1.9, -5.1, 13.3
> COCCNC(=O)[C@H]1N2C(=O)c3c(ccc(OC)c3OC)C2SC1(C)C (some centres undefined)
    0.3, -12.7, 0.3, -2.0, 5.1, 1.4, 5.9, -0.1, -5.1
> CC(C)c1ccc(NC(=O)N2CCc3ccccc3C2)cc1
    0.9, -9.7, 1.1, 7.5, -6.3, 20.0, 1.4, -5.7, 6.5
> Cc1ccc(NC2=CC(=O)CC(C)(C)C2)c(N)c1
    1.6, 17.8, 0.3, -8.0, -3.9, -8.3, -0.5, -3.6, 0.1
> Cc1cc(C(=O)NCCCN2CCCC2=O)cs1
    0.1, -2.4, 0.8, -5.8, 4.7, 16.4, 9.8, -1.4, 7.3
> O=S(=O)(c1cccc(-c2csc(-c3ccccc3)n2)c1)N1CCOCC1
    -2.3, -7.5, 0.6, -3.3, 5.1, 10.6, 5.2, -4.3, -8.7
> C/C(CCC(C)C)=N\NC(=S)NCc1ccccc1
    -1.3, -7.2, -0.1, -7.3, 1.2, -9.3, 9.9, -1.8, -6.6
> O=C(NC1CC1)c1ccc2c(Cl)c3c(nc2c1)CCCC3
    2.3, 8.3, 2.9, -7.2, -1.7, 14.7, 7.9, -3.3, 0.8
> O=C(N/N=C1/CCSC1)c1cccc([N+](=O)[O-])c1
    2.5, -0.8, 0.3, -0.5, -1.6, 10.7, -1.3, -3.5, 8.4
> CCCn1c(N)c(N(CCOC)C(=O)CSCC(=O)Nc2ccc(C)cc2)c(=O)[nH]c1=O
    1.1, -13.2, 0.3, 4.0, -0.4, 3.4, 12.9, -0.2, -1.4
> COc1ccc(C(C)(O)c2nc(-c3cccc(C(=O)O)c3)cs2)cc1 (centres undefined)
    -0.1, -6.8, 0.1, 4.5, 0.3, 2.9, 0.7, 0.0, 1.7
> COCCn1nnnc1C(c1cc2ccc(OC)cc2[nH]c1=O)N1CCN(C2CCCCC2)CC1 (centres undefined)
    -0.4, -1.6, 0.0, 5.6, -1.7, 7.5, -5.7, -5.4, 8.1
> CC1(C(=O)Nc2cccc(Oc3ccccc3)c2)CCN1Cc1cc2ccccc2o1 (centres undefined)
    0.8, -13.3, 1.7, -3.2, -11.3, 17.6, 0.3, 1.5, -4.3
> CN(CC(=O)Nc1cccc(S(=O)(=O)N(C)C)c1)Cc1ccccc1
    2.5, -15.3, 2.7, 5.9, -9.2, 2.5, 1.9, -3.0, 2.6
> O=C(Nc1cccc(Cl)c1Cl)C1CCCC1
    -0.4, -6.6, -0.7, 8.7, -3.5, 12.3, -3.3, -0.2, 4.3
> CCN(CC)Cc1c(O)ccc2c(=O)c(-c3ccc4c(c3)OCCO4)coc12
    0.8, -1.0, 0.3, 2.5, -9.8, 7.6, -3.1, -3.8, 1.6
> Cc1ccc(OCCn2nc3ccccc3n2)c(C)c1
    -1.3, 12.3, -0.3, -2.0, 10.6, -2.7, 4.9, 3.0, -1.6
> CCn1c(-c2ccccc2Cl)nn(CC(=O)Nc2ccccc2C)c1=S
    1.2, 2.0, 2.1, 1.6, 1.9, 13.8, -0.5, 2.2, -3.7
> Cc1ccc(S(=O)(=O)Oc2ccc(/C=N/NC(=O)c3c(Cl)cnn3C)cc2)cc1
    6.1, -1.1, 3.3, -8.8, 1.5, 6.9, -0.2, -3.8, -5.1
> O=C(CCC(=O)c1cccs1)OCC(=O)c1ccc(F)cc1
    1.3, 18.9, 0.9, -3.1, -4.2, 2.5, 13.2, -3.3, -1.6
> CCn1nc(NC(=O)c2ccco2)c2cc3ccc(C)cc3nc21
    3.6, -12.8, 2.0, -13.1, 4.4, 12.7, 6.4, -1.6, 2.1
> O=C(Cn1cncn1)c1ccccc1Br
    0.9, -5.7, 1.3, -1.7, -5.2, 17.2, 4.7, -4.2, 4.4
> CC(=O)Nc1nc(-c2ccccc2)ns1
    0.5, 10.8, 0.0, 1.7, -0.3, -5.5, 2.3, 0.1, 6.1
> COCCN(C(=O)CSc1nnc(-c2ccccc2F)n1C)c1c(N)n(Cc2ccccc2)c(=O)[nH]c1=O
    9.1, -8.8, 3.0, -6.2, -4.7, 6.1, 3.0, 3.8, -6.3
> CC(C)(C)C1CCc2c(C(=O)NNC(=O)CCC(=O)O)csc2C1 (centres undefined)
    0.5, 0.9, 0.7, 0.0, -4.1, 11.6, 1.3, 1.5, 7.7
> CC1Cc2ccccc2N1C(=O)CCn1c(=O)oc2ccccc21 (centres undefined)
    2.3, -7.4, 1.2, -1.5, -4.8, 12.1, -1.2, -1.0, -4.0
> COc1cccc(C2=NOC(C(=O)NC(C)C)C2)c1 (centres undefined)
    0.9, -6.1, 0.6, -0.6, 3.9, 14.3, -7.2, 0.0, 6.0
> COc1ccc2[nH]c(=O)c(C(c3nnnn3CC3CCCO3)N3CCCCC3)cc2c1 (centres undefined)
    0.5, -8.4, 7.8, -0.1, 1.2, 10.8, 7.2, -0.9, -2.6
